Source: PubChem (several laboratories)
CAL PDZ FP-1 = inhibitors of human CAL PDZ peptide binding | purified CAL PDZ, TMR-peptide fluorescence polarization, 1 h | inhibition, % at 20 µM | 0.02% of 330,000 active | AID 504414;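 active means highest replicate inhibition of at least 40%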;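 further: plate controls were DMSO neutral control wells for no effect and unlabeled competitor peptide control wells for full effect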
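Assay system – tagged CAL PDZ protein CerCALP, purified · Timing – 1 h at RT · Compound – single point, 20 µM · Measured by – fluorescence polarization from S- and P-plane intensities, G-factor corrected · Evaluation – inhibition from polarization loss · Probe or stimulus – TMR reporter peptide T*-PRC34 · Buffer or medium – pH 7.4 phosphate-saline buffer, reducing agent, detergent, IgG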
NSD2 inh = blocks human histone methyltransferase NSD2; O96028; NSD2 peptide methylation, AlphaScreen, 120 min; inhibition, % at 12.5 µM; 0.54% of 310,000 active; AID 743445; in the data active means inhibition above about 50%
C-LANA FP = KSHV C-LANA DNA binding inhibition; MBP-C-LANA/FAM-LBS DNA binding, fluorescence polarization; inhibition, % at 9 µM; AID 504423; 0.078% of 340,000 active;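 active means highest replicate inhibition at or above 60% at 9 µM, even if other replicates fall short; inactive means all replicates below 60% inhibition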;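 further: 0% = neutral control wells and 100% = 4 µM acridine orange control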
Arr AP2 block = blocks beta-arrestin peptide binding to AP2 adaptin. 0.31% of 340,000 active. FITC-arrestin peptide / GST-AP2 beads, flow cytometry; AP2 beta2 appendage carries R879A mutation. inhibition, % at 10 µM;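 active means inhibition above a set limit, near 3 SD of compounds lacking own fluorescence, cut at about 54% in these data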;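 further: plate controls were DMSO wells for no effect and 5 µM unlabelled arrestin peptide for full effect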
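System: GST-AP2 R879A bound to glutathione beads, E. coli-expressed. Also added: 50 nM FITC-arrestin peptide. Schedule: compound with beads 12 min RT, then probe 1 h RT. Signal: bead flow cytometry, FITC channel. Read-out basis: percent response.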
Keap1 Nrf2 FP = disrupts human Keap1 binding to Nrf2 peptide. Q14145. Keap1 Kelch-Nrf2 peptide fluorescence polarization, 1536-well. inhibition, % at 9.4 µM. 0.15% of 340,000 active. AID 504523; in the data active means inhibition above about 12%;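 further: human Keap1 Kelch domain with fluorescein labeled Nrf2 9mer peptide probe; 0% = neutral control wells and 100% = peptide positive control; higher means more block of Keap1 binding to Nrf2 peptide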
RTF Ca sens inh = cardiac RTF calcium desensitization; IANBD-labeled cardiac RTF, Ca2+ fluorescence; 0.12% of 340,000 active; AID 493244; P19429+P45379; inhibition, % at 7.15 µM;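 active means inhibition above the mean inhibition of all tested compounds plus 3 SD, cut at about 17% in these data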;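 further: assay run at fixed EC70 calcium of 1.6 mM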
DAGLB inh = blocks human DAGLB lipase activity; HEK293T DAGLB membrane lysate, EnzChek fluorogenic substrate; 0.059% of 340,000 active; inhibition, % at 5.17 µM; Q8NCG7; in the data active means inhibition above about 34%;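 further: 0% = enzyme with vehicle and 100% = wells lacking enzyme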
DSG3 Ab inh = human desmoglein-3 autoantibody binding inhibition; 0.48% of 310,000 active; DSG3-coupled beads, scFv-anti-DSG3-GFP binding, flow cytometry; stronger effect = lower value; AID 588358; binding (percent of control), % at 10 µM;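 active means binding more than 3 SD below its plate's average and above zero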;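 further: hits lower antibody fragment binding to DSG3; some compounds called inactive have numbers as strong as hits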
Target sequence (P32926 whole entry, looked up, the tested form may be a part): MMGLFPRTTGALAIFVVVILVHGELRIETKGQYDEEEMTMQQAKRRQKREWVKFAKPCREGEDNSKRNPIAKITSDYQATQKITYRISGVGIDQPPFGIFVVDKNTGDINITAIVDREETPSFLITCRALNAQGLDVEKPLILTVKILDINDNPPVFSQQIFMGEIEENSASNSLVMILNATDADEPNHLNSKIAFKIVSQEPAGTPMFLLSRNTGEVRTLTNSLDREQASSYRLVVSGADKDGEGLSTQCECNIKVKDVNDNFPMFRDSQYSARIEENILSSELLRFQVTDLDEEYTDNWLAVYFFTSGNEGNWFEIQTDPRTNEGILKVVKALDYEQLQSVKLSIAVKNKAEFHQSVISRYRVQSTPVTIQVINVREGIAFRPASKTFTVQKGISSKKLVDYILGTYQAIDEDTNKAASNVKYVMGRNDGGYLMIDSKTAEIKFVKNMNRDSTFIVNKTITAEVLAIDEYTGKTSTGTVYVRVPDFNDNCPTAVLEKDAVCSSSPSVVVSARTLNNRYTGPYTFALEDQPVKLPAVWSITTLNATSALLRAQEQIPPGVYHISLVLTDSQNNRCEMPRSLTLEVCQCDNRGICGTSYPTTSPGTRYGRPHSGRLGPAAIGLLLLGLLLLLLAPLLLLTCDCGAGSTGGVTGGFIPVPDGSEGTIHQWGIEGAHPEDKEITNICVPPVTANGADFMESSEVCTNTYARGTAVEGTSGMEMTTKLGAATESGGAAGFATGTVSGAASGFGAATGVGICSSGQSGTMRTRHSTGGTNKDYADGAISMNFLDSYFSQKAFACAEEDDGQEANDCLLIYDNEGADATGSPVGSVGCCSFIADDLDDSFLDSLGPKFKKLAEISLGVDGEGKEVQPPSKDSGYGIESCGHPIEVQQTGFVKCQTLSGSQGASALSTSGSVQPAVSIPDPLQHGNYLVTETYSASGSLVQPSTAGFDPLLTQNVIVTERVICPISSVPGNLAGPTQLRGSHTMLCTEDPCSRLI
CAL PDZ FP-2 = blocks peptide binding to the human CAL PDZ domain; purified CAL PDZ, TMR-peptide fluorescence polarization, 1 h; inhibition, % at 24.9 µM; 0.92% of 300,000 active; AID 602252;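 active means mean inhibition of at least 30% with at least half of replicates also reaching 30%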;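 further: 0% = DMSO neutral control and 100% = excess unlabeled competitor peptide PRC23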
V-ATPase pH = yeast V-ATPase proton transport regulation by pHLuorin; S. cerevisiae, pHLuorin cytosolic pH fluorescence; 0.37% of 350,000 active; response, % at 10 µM; in the data active means response mostly above about 7.3%, no sharp cut-off; inactive means mostly below about 5.4%; further: actives read high; inactives centre near 0; some compounds called inactive have numbers as strong as hits; reference of the scale not given here
Active calls of the source: *; / = not tested or not shown; & = joins results of further samples. This is a subset; the hit share may differ from the screen's.

SMILES	CAL PDZ FP-1	NSD2 inh	C-LANA FP	Arr AP2 block	Keap1 Nrf2 FP	RTF Ca sens inh	DAGLB inh	DSG3 Ab inh	CAL PDZ FP-2	V-ATPase pH
O=C(Nc1ccccc1O)c1ccc(NC(=O)C2CC2)cc1	-1.9	-3	0.5	0	-7	-4	-2	123	-3	-1
COc1ccc(CNC(=O)CN2C(=O)COc3ccc(S(=O)(=O)N4CCC(C)CC4)cc32)cc1	-3.6	-4	0.1	8	-1	-8	-2	96	-1	-2
Cc1cc(C)c(S(=O)(=O)NC(C)C)c(C)c1-n1cnnn1	-0.7	-13	-1.8	6	-3	-6	0	101	-1	9
Cc1ccc(C(=O)N2CCN(S(=O)(=O)c3ccc(C(C)C)cc3)CC2)s1	-3.8	0	-1.4	-3	-5	-9	-5	98	-6	-5
Cc1cccc(NC(=O)CSc2nnc(CCNC(=O)OC(C)(C)C)o2)c1C	0.6	-3	-0.7	10	-1	1	1	/	5	-1
COc1ccc(/C=C/C2=CC(C)(C)NC(=S)N2)c(OC)c1	-0.5	0	0.6	-18	-3	3	0	98	-1	1
O=C(Nc1ccc(Cl)cn1)c1cccc(S(=O)(=O)N2CCCC2)c1	-3.1	-1	0.1	25	1	7	-3	102	-6	-4
C[C@H](CO)N1C[C@H](C)[C@@H](CN(C)Cc2ccc(-c3ccccc3)cc2)Oc2c(NC(=O)c3ccncc3)cccc2C1=O	0.3	/	2.3	/	0	-1	-2	102	-1	-3
Cc1ccc(C)c(NC(=O)CSc2nnc(-c3ccncc3)o2)c1	/	-3	/	39	/	/	/	111	/	-3
C=CC(=O)Nc1cccc(Oc2ncnc3[nH]cc(-c4cnc5ccccc5c4)c23)c1	-1.4	/	1.4	9	-2	-1	-1	101	-4	5
O=C(c1cc2nc(-c3cccs3)cc(C(F)(F)Cl)n2n1)N1CCCc2ccccc21	-2.5	0	0.2	2	-4	-8	-3	97	1	-2
CC(=O)Nc1ccc(NS(=O)(=O)c2ccc3[nH]c(=O)[nH]c3c2)cc1	0.0	0	-0.1	6	-4	-7	1	100	-3	-1
CCOc1ccc(S(=O)(=O)N2CCN(c3ccccc3OC)CC2)c2cccnc12	-4.7	2	0.7	0	0	-6	-1	102	-4	-2
O=C(c1[nH]ncc1-c1ccccc1)C1CO1 (stereo not given)	-0.5	-2	-1.9	-12	1	-13	-1	/	1	-3
O=C(NNC(=O)C1CCCN(S(=O)(=O)c2ccc3ccccc3c2)C1)C1CC1 (stereo not given)	-0.5	-8	-2.4	-6	0	/	/	104	5	0

3 of the entries above in order of their number in C-LANA FP, low to high.
SMILES	CAL PDZ FP-1	NSD2 inh	C-LANA FP	Arr AP2 block	Keap1 Nrf2 FP	DAGLB inh	DSG3 Ab inh	CAL PDZ FP-2	V-ATPase pH
Cc1ccc(C(=O)N2CCN(S(=O)(=O)c3ccc(C(C)C)cc3)CC2)s1	-3.8	0	-1.4	-3	-5	-5	98	-6	-5
COc1ccc(/C=C/C2=CC(C)(C)NC(=S)N2)c(OC)c1	-0.5	0	0.6	-18	-3	0	98	-1	1
C=CC(=O)Nc1cccc(Oc2ncnc3[nH]cc(-c4cnc5ccccc5c4)c23)c1	-1.4	/	1.4	9	-2	-1	101	-4	5

Following part
SMILES	CAL PDZ FP-1	NSD2 inh	C-LANA FP	Arr AP2 block	Keap1 Nrf2 FP	RTF Ca sens inh	DAGLB inh	DSG3 Ab inh	CAL PDZ FP-2	V-ATPase pH
Cc1ccccc1S(=O)(=O)Nc1ncnc2sccc12	-1.1	-3	0.6	5	-7	-9	0	105	-4	-1
Cc1noc(C)c1S(=O)(=O)N(C)C[C@H]1Oc2ccc(NS(=O)(=O)c3ccc(F)cc3)cc2C(=O)N([C@H](C)CO)C[C@@H]1C	-0.4	/	-1.5	14	2	-8	2	100	-4	0
Cc1cccc(NC(=O)Cn2cccc2)c1	1.0	2	1.7	-9	-2	-8	-4	107	/	1
COc1ccc(OCC(=O)NC(=S)N2CCCc3ccccc32)cc1	-2.5	-5	-1.2	-3	-5	1	-3	118	-5	-3
CCn1nc(C)c(/C=N/NC(=O)Cn2nccc2C)c1C	-0.3	-1	-1.3	5	-5	-4	-2	102	-1	-4
CCCC(=O)c1c[nH]c(C(=O)NCCc2ccccn2)c1	-0.6	-3	0.2	1	-6	2	-1	/	/	0
CC(C)C[C@H]1CN([C@@H](Cc2ccc(O)cc2)CN2CCC[C@@H]2CN2C(=O)C(=O)NC[C@@H]2Cc2ccccc2)C(=O)C(=O)N1CC1CCCCCC1	0.0	/	0.8	38	-1	-8	6	104	-8	2
Cc1ccc(N2CCN(C(=O)c3cn(CC4CCCCC4)nn3)C(C)C2)cc1 (stereo not given)	-2.7	2	-1.0	-7	-3	7	0	/	-2	2
O=C(c1cn(-c2ccccc2)nc1-c1ccccc1)n1nnc2ccccc21	-2.9	-1	-0.8	3	-2	3	4	68	-1	0
CC1(C)Cc2ccccc2-c2nnc(SCC(=O)N3CCN(c4ccccc4)CC3)n21	-0.9	/	-1.3	-2	1	2	5	105	/	1
O=C1NC2(CCCCC2)C(=O)N1c1cccc(Cl)c1	-2.3	1	2.4	18	-6	-10	1	96	-5	1
CCOCCCn1c(=S)[nH]c2cc(C(=O)N3CCC(C(N)=O)(N4CCCCC4)CC3)ccc2c1=O	-2.3	0	/	-4	/	-3	0	115	-2	-4
CCOc1cc(/C=C2\N=C(SCC)SC2=O)cc([N+](=O)[O-])c1OC(C)=O	-1.7	12	2.7	-5	1	-26	50*	98	-7	1
O=C(NC1CCCC1)c1ccc(CS(=O)Cc2ccccc2Cl)o1 (stereo not given)	-0.7	-2	0.0	13	-3	-8	0	102	/	1
COc1ccccc1NC(=S)N(CCc1nc2cc(C)c(C)cc2[nH]1)Cc1cccnc1	-0.9	/	0.5	1	7	-9	-1	99	0	3

Next part, starting with the last two of the part before.
SMILES	CAL PDZ FP-1	NSD2 inh	C-LANA FP	Arr AP2 block	Keap1 Nrf2 FP	RTF Ca sens inh	DAGLB inh	DSG3 Ab inh	CAL PDZ FP-2	V-ATPase pH
O=C(NC1CCCC1)c1ccc(CS(=O)Cc2ccccc2Cl)o1 (stereo not given)	-0.7	-2	0.0	13	-3	-8	0	102	/	1
COc1ccccc1NC(=S)N(CCc1nc2cc(C)c(C)cc2[nH]1)Cc1cccnc1	-0.9	/	0.5	1	7	-9	-1	99	0	3
CCS(=O)(=O)Nc1ccc(C2=NN(S(C)(=O)=O)C(c3cccs3)C2)cc1 (stereo not given)	-0.7	/	2.0	1	-1	3	0	117	1	0
Cc1cc(OCC(=O)Nc2ccc(S(=O)(=O)N3CCN(C)CC3)cc2)cc(C)c1Cl	-0.6	5	1.5	12	-2	-14	-2	99	-1	0
O=C(/C=C/c1ccco1)Nc1ccccc1N1CCCC1	-0.6	/	-0.3	8	-5	-11	-1	101	2	2
CC(c1ccccc1)N1C(=O)c2ccc(C(=O)Nc3ccc(Br)cc3C(=O)O)cc2C1=O (stereo not given)	-2.7	-4	-0.6	26	-1	-4	6	105	2	-2
Cc1ccccc1P(=O)(c1ccccc1)c1ccccc1C	/	-1	/	/	/	/	-2	104	/	-5
FC(F)(F)c1cccc(OCCOCCn2cncn2)c1	/	1	0.1	15	3	5	-1	89	-6	0
O=C(c1ccc([N+](=O)[O-])cc1)N(Cc1ccc(Cl)cc1)N1C(=O)CCCC1=O	-1.8	-1	-1.0	10	-7	1	-1	127	-2	-3
N#Cc1ccc(-c2cn(-c3ccccc3)c3[n+]2CCCS3)cc1	/	-2	-0.2	-5	-3	-10	2	103	5	6
CCn1c(SCc2c(Cl)cccc2Cl)nnc1-c1nn(-c2ccccc2)ccc1=O	-2.1	3	1.5	4	-5	0	-4	151	-4	1
O=C(COc1ccc(Br)cc1Br)NC(=O)NC1CCCC1	-0.7	-1	0.2	-16	-1	0	-1	98	-1	-1
Cc1ccc(S(=O)(=O)c2c(C)nn(-c3ccccc3)c2OC(=O)c2ccco2)cc1	0.0	0	-0.8	5	0	14	2	106	-4	0
CCOc1ccc(C(=O)NC(=S)Nc2ccc(NC(=O)c3ccco3)c(C)c2)cc1[N+](=O)[O-]	0.4	-2	0.0	100*	2	-10	1	77	-4	/
O=C(c1c(F)c(F)c(F)c(F)c1F)N1CCN(Cc2ccc3c(c2)OCO3)CC1	0.7	-4	-1.8	-5	-4	0	-1	109	-7	1
CC(C)CNS(=O)(=O)c1ccc(CCC(=O)N2CCC(C(N)=O)CC2)cc1	-1.7	-1	0.8	14	4	2	-1	106	-5	3
C=CCNC(=O)c1ccncc1	-1.0	-3	2.0	37	4	-5	-2	101	4	-1
CCCCN(C)C(=O)C1CCCN(S(=O)(=O)c2ccc3c(c2)oc(=O)n3C)C1 (stereo not given)	-0.2	/	0.0	-6	2	1	1	104	/	-3
CC1CC(C)(C)NC(=S)O1 (stereo not given)	-2.5&0.1	-1&1	1.0&-1.3	37&23	-4&-1	-3&1	-4&0	91	2&-1	-3&2
CCOC(=O)c1ccc(NC(=O)c2cc(OC)c(OC)c(OC)c2Br)cc1	-3.4	-3	-0.1	-3	-1	-10	-3	100	/	2
CC(C)(C)OC(=O)C[C@H]1C/C=C\C[C@H](CC(=O)N[C@@H](CO)Cc2ccccc2)C(=O)N[C@H](C(C)(C)C)COC1=O	-0.3	/	0.0	3	-4	-2	1	86	1	2
COc1cc(OC)cc(C(=O)OCC(=O)N2CCCC2)c1	-2.7	-5	-0.5	-2	-6	-7	1	107	1	0
O=C(O)c1ccc(Cl)cc1Nc1nc2cc(Cl)ccc2o1	-4.6	1	-0.7	-6	-1	15	8	115	-3	2
CCOc1ccc(NC(=O)CN(C)C(=O)c2cc3c(s2)CCCCC3)cc1OCC	-3.3	0	1.3	1	1	1	-3	103	-7	-4
COc1ccc(NC(=O)CCNC(=O)c2ccccc2Cl)cc1S(=O)(=O)N1CCCCC1	/	1	/	/	/	/	-2	111	/	0
COc1ccccc1CC(=O)NC1CC1	/	0	1.1	2	0	-6	-1	90	1	-1
O=C(CN1C(=O)NC2(CCc3ccccc32)C1=O)c1ccc(Br)cc1 (stereo not given)	-1.4	40	-0.3	11	2	2	-4	103	1	-2
COc1cccc(NC(=O)CN(C)C(=O)CNC(=O)c2sc3ccccc3c2Cl)c1	-1.9	4	-0.4	2	-4	-4	-3	103	-1	3
Cc1ccc(NC(=O)/C(=C\c2cccc(Br)c2)NC(=O)c2ccco2)cc1	-2.1	-3	-1.3	5	-6	4	1	106	0	-2
CCn1cnc2c1c(=O)n(CC(=O)Nc1cc(C)on1)c(=O)n2Cc1ccccc1	-2.1	0	-2.1	2	-4	-1	1	130	-2	0
Cc1cccnc1NC(=S)NC(=O)/C=C/c1ccco1	0.1	2	2.0	-2	-6	2	3	93	0	-2
COc1ccccc1CCN=C(N)NS(=O)(=O)c1ccccc1	-3.0	-1	-0.8	2	-3	2	-3	103	-3	-2
CC(C)n1nnnc1SCC(=O)Nc1cccc(F)c1	-0.6	1	0.1	3	1	6	4	111	0	0
CCOC(=O)C1CCCN(c2c(Nc3cc(C)cc(C)c3)c(=O)c2=O)C1 (stereo not given)	0.4	/	-1.3	-3	1	-10	1	101	/	0
CCOc1cccc(C(=O)NCc2ccccc2)c1	-1.8	-2	-0.7	0	-2	-12	-1	85	5	0
